# Assay outcomes as filed in PubChem.
# CCR6 antag = CCR6 receptor antagonists, primary screen, cell-based, CHO-K1, luminescence, beta-arrestin, uHTS. C-C chemokine receptor type 6 (Homo sapiens), P51684. AID 493098, 2011. CHO-K1 CCR6 PathHunter beta-arrestin, CCL20-stimulated. 340,000 tested, 0.49% active. inhibition, % at 20 µM;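 active means compounds whose inhibition of the agonist-driven luminescence signal at 20 µM reaches about 50%, limit read from the data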;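 further: cells stimulated with CCL20 at 14 nM final; plate controls were DMSO with CCL20 for no effect and DMSO without agonist for full effect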
# Target sequence (P51684 whole entry, looked up): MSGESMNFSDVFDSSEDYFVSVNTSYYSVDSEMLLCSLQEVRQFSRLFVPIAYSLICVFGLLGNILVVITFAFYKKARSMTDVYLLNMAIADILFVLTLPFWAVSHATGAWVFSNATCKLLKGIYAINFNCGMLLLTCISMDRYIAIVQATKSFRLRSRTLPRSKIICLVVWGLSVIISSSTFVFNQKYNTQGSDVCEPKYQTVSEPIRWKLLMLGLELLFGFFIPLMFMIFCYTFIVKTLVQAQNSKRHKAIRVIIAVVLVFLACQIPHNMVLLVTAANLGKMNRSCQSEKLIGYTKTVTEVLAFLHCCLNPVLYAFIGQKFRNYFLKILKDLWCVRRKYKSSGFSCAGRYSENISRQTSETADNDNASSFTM
# ATG4B inh = ATG4B protease inhibitors, primary screen, biochemical, fluorescence, uHTS. Cysteine protease ATG4B (Homo sapiens), Q9Y4P1. ATG4B cleavage of LC3-PLA2, NBD-HPC fluorescence, 1 h. inhibition, % at 8.33 µM. 340,000 tested, 0.51% active. AID 504462, 2011; in the data active means inhibition above about 40%
# EBI2 block = EBI2 receptor antagonists, beta-arrestin recruitment, primary screen, cell-based, luminescence, 7a,25-OHC stimulation, uHTS; 7a,25-OHC stimulated; inhibition, % at 5 µM; 360,000 tested, 0.81% active; AID 651636, 2012; in the data active means inhibition above about 38%;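 further: enzyme fragment complementation signal reports receptor beta-arrestin coupling in cells; 0% = agonist plus DMSO wells and 100% = wells without agonist; some results beyond the cut were filed as inactive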
# UBC13 inh = UBC13 polyubiquitin chain formation inhibitors, primary screen, biochemical, TR-FRET, uHTS. inhibition, % at 20 µM. 330,000 tested, 0.47% active. Ubiquitin-conjugating enzyme E2 N (Homo sapiens), P61088; in the data active means inhibition above about 45%, passing the limit was not always enough
# Target sequence (P61088 whole entry, looked up): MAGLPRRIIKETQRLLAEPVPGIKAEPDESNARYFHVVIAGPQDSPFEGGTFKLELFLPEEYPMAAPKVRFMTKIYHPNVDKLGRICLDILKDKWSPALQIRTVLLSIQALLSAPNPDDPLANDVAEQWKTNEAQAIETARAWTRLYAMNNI
# CXCR6 block = CXCR6 receptor inhibitors, primary screen, cell-based, beta-arrestin, luminescence, CHO-K1 PathHunter, 1536-well; C-X-C chemokine receptor type 6 (Homo sapiens), O00574; inhibition, % at 20 µM; 360,000 tested, 0.36% active; in the data active means inhibition above about 34%, passing the limit was not always enough;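 further: antagonist mode with CXCL16 agonist at 10 nM final; 0% = 10 nM CXCL16 with DMSO and 100% = unstimulated wells without agonist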
# APJ agonist = agonists of human apelin receptor APJ, primary screen, CHO-K1 cells, PathHunter beta-arrestin, luminescence. P35414. 0% DMSO wells, 100% apelin. activation, % at 20 µM. 330,000 tested, 0.11% active. AID 2520, 2010;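 active means activation more than six SD over the plate average, tested at 20 µM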;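 further: 0% = DMSO alone and 100% = apelin-13 at 10 nM; some results filed as inactive read as strong as hits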
# Target sequence (P35414 whole entry, looked up): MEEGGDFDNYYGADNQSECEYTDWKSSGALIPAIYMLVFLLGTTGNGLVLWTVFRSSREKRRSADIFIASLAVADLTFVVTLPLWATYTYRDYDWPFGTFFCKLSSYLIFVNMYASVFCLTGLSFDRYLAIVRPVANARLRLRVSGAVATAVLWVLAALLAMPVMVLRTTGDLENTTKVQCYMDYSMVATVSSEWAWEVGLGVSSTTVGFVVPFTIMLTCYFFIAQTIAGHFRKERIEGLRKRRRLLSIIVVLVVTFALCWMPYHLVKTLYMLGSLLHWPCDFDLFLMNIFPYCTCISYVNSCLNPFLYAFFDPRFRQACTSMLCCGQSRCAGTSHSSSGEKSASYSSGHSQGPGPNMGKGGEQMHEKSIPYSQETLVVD
#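 Assay system – PathHunter CHO-K1 APJ (AGTRL-1) beta-arrestin reporter cells · Compound – one dose, 20 µM compound, 1% DMSO · Timing – compound 90 min 25 °C, reagent 1 h · Measured by – luminescence from split beta-galactosidase complementation, Galacton Star/Emerald II substrate · Measure – beta-arrestin recruitment to APJ as agonist activity, luminescent signal · Benchmarks – DMSO vs Apelin-13 10 nM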
# APJ antag = antagonists of human apelin receptor APJ, primary screen, CHO-K1 cells, beta-arrestin complementation, luminescence. P35414. inhibition, % at 20 µM. 330,000 tested, 0.32% active. AID 2521, 2010;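 active means inhibition above about 40% at 20 µM, limit read from the data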;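 further: cells challenged with 10 nM apelin-13 agonist together with compound; plate controls were apelin-13 plus DMSO wells for no effect and DMSO wells lacking apelin-13 for full effect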
# Gli-Sufu block = Gli-Sufu pathway antagonists, primary screen, luciferase luminescence, Sufu-KO-LIGHT cells, uHTS; 340,000 tested, 0.74% active; inhibition, % at 5 µM; Sufu-KO-LIGHT fibroblasts, Gli luciferase reporter luminescence; AID 588413, 2011;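 active means inhibition above about 55%, limit read from the data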;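 further: 0% = DMSO-treated cells and 100% = wells with medium but no cells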
# * marks the source's active call; other numbers are inactive results; . = no result given.
item	SMILES	CXCR6 block	Gli-Sufu block	EBI2 block	ATG4B inh	CCR6 antag	UBC13 inh	APJ antag	APJ agonist
1	CCOc1ccc(NS(=O)(=O)c2ccc(OCC(=O)NCc3ccncc3)cc2)cc1	0.5	-4.2	-0.4	10.0	-1.4	3.2	13.8	2.9
2	Cc1nn(-c2ccccc2)c(Oc2ccccc2)c1C=O	0.0	-8.7	-11.1	-3.8	12.5	6.9	7.6	0.6
3	C[C@H]1NC(=O)[C@]2(C)[C@@H](c3ccccc3)[C@H]3COc4ccccc4[C@@H]3N2C1=O	-0.5	18.1	-8.9	.	-1.5	.	.	.
4	COc1ccc(CNC2CC(C)N(C)CC2C)cc1OC (stereo not drawn)	1.9	5.1	-13.8	5.0	-1.5	8.7	15.7	-2.9
5	CCN(CC(=O)Nc1ccccc1C(=O)NC1CC1)Cc1cccs1	2.8	-3.0	1.5	-3.0	12.0	-1.5	10.4	-6.0
6	Cn1c(/C=C/N2CCOCC2)c(C(=O)c2ccc(Br)cc2)c(=O)n(C)c1=O	5.1	1.9	-4.0	1.8	-7.3	-6.7	12.9	1.3
7	O=C(C[n+]1cc(-c2ccc(F)cc2)n2c1CCC2)Nc1nc(-c2ccc(F)cc2)cs1	2.1	5.1	-13.0	-5.9	10.5	28.1	1.8	0.6
8	Cc1ccc([C@@H]2CC=C(C(=O)O)[C@H](c3ccc(F)cc3)N2S(=O)(=O)c2ccccc2C)cc1	-0.5	-0.4	-2.0	1.2	2.8	-15.1	2.3	-1.4
9	Cc1cccc(-n2c(SCCC(=O)O)nnc2-c2cccs2)c1C	3.5	-0.8	-2.6	-10.4	-19.6	7.3	1.1	-2.3
10	C/C(=N\NC(=O)c1ccc(-n2cnnn2)cc1)c1ccc(C)cc1	-7.0	-6.3	-4.5	1.0	2.7	3.0	5.3	-3.0

# Full records from above.
# C[C@H]1NC(=O)[C@]2(C)[C@@H](c3ccccc3)[C@H]3COc4ccccc4[C@@H]3N2C1=O across the screens: CXCR6 block: -0.5; Gli-Sufu block: 18.1; EBI2 block: -8.9; ATG4B inh: .; CCR6 antag: -1.5; UBC13 inh: .; APJ antag: .; APJ agonist: .
# Cn1c(/C=C/N2CCOCC2)c(C(=O)c2ccc(Br)cc2)c(=O)n(C)c1=O across the screens: CXCR6 block: 5.1; Gli-Sufu block: 1.9; EBI2 block: -4.0; ATG4B inh: 1.8; CCR6 antag: -7.3; UBC13 inh: -6.7; APJ antag: 12.9; APJ agonist: 1.3

# Going on with the list:
item	SMILES	CXCR6 block	Gli-Sufu block	EBI2 block	ATG4B inh	CCR6 antag	UBC13 inh	APJ antag	APJ agonist
11	CN1C/C(=C/c2ccsc2)C(=O)/C(=C/c2ccsc2)C1	8.7	11.8	10.2	5.9	21.0	13.5	8.5	3.3
12	O=c1[nH]c2ccccc2nc1C(F)(F)C(F)F	7.0	2.6	5.6	0.5	4.5	3.4	-13.0	-2.4
13	Oc1ccc(/C=N/N2CCCCC2)c(O)c1	8.2	.	-4.8	5.4	-0.9	2.7	15.7	-2.4
14	CC(C)(C)c1[nH]nc2c1C(c1ccoc1)C(C#N)=C(N)O2 (stereo not drawn)	3.1	11.9	-20.6	4.4	-4.1	-4.5	6.7	-2.4
15	Cc1cc2nc3ccc(=[N+](C)C)cc-3sc2cc1N	13.4	28.2	16.4	11.8	49.2	.	.	.
16	Cc1c(N2C(=O)CSC2c2ccccc2)c(=O)n(-c2ccccc2)n1C (stereo not drawn)	10.2	0.9	5.0	-6.8	9.7	-0.7	5.0	-2.8
17	CCCCc1nc(C(N)=O)c2[nH]c(=O)n(-c3ccc(OC)cc3OC)c2n1	8.0	-16.9	0.7	2.0	8.4	-4.7	-4.8	0.3
18	CCCCn1c(=O)[nH]c2nc3cc(N)ccc3nc2c1=O	-11.8	-7.0	4.8	-41.1	1.3	.	.	.
19	CCOC(=O)N1CCC(N2CC34C=CC(O3)C(C(=O)Nc3ccc(C(C)C)cc3)C4C2=O)CC1 (stereo not drawn)	-5.0	-5.5	-2.6	-1.6	7.2	3.3	16.4	-1.0
20	CCCCNC(=O)COC(=O)CCC(=O)c1ccc(Cl)cc1	-5.0	-6.4	-4.5	-21.6	-4.8	1.4	7.6	-2.3
21	CC(C)(C)OC(=O)C[C@@H]1C/C=C\C[C@H](CC(=O)N(CCO)Cc2ccccc2)C(=O)NC[C@H](c2ccccc2)OC1=O	21.2	7.6	11.6	-1.8	15.5	-2.7	23.2	-5.5
22	O=C(/C=C/c1cccc2ccccc12)N1CCOCC1	-9.2	-33.6	0.8	-12.3	16.0	1.3	6.0	-3.7
23	CCNC(=O)NCc1c(C)c(C)n(Cc2ccccc2)c1-n1cccc1	2.8	5.5	13.1	31.1	19.0	2.0	11.3	-4.3
24	O=C(NC1CCS(=O)(=O)C1)c1ccc(S(=O)(=O)NCC2CCCO2)cc1 (stereo not drawn)	-10.8	-2.2	-10.8	-0.6	-2.8	2.5	14.6	2.4
25	COc1ccc(CCN2CCC(CN3C(=S)NC[C@@H]3CC(C)C)CC2)cc1OC	4.9	16.6	-0.9	.	-6.2	.	.	.
26	Cc1ccc(S(=O)(=O)C(C#N)c2nc3ccccc3nc2N2CCC(C)CC2)cc1 (stereo not drawn)	-3.3	-4.6	-13.9	9.9	1.6	.	.	.
27	COc1ccc(OCc2nnc(SCC(=O)O)n2N)cc1	2.4	1.1	2.2	-7.3	-2.9	-10.2	9.6	-2.2
28	O=C(NNc1ccc(Cl)cc1)c1c(F)cccc1Cl	-3.7	1.5	5.3	5.7	2.6	6.1	-1.7	-6.6
29	O=C(COC(=O)C1CCN(c2ccc(C(F)(F)F)cn2)CC1)Nc1ccc(Cl)cn1	-0.5	-3.8	-4.6	1.8	-4.4	12.4	-8.6	-3.6
30	COc1ccccc1NC(=S)NNC(=O)c1nn(C)cc1Cl	8.8	-9.9	-3.7	2.3	8.4	-16.1	12.1	4.2
31	CCOC(=O)C1CCN(C(=O)c2ccc(S(=O)(=O)Nc3ccccc3Cl)cc2)CC1	-9.6	12.6	0.9	-4.2	-1.6	0.7	12.3	-5.2
32	O=C(COc1ccccc1F)N1N=C(c2cccs2)CC1c1ccco1 (stereo not drawn)	5.1	-12.4	12.5	-5.0	10.1	-4.7	-6.8	4.1
33	COc1ccc(N2CCN(C3CCCN(Cc4ccccc4OCCO)C3)CC2)cc1 (stereo not drawn)	4.3	0.6	-7.7	3.8	14.7	-6.4	-11.9	-1.2
34	NC(=O)C1CC2(C1)CC(C(N)=O)C2 (stereo not drawn)	2.9	12.2	1.3	-14.5	-1.2	.	.	.
35	Cc1cc(C(F)(F)F)nn1CC(=O)NCC1CCCO1 (stereo not drawn)	5.4	4.1	-13.0	-4.7	1.2	3.0	4.6	-4.0
36	Cc1cc(C(=O)N2CCN(c3ccc([N+](=O)[O-])cc3)CC2)c(C)o1	-8.5	22.4	-2.6	-3.5	10.8	2.2	10.5	-2.7
37	CC(C)(O)/C=C/C[C@](C)(O)C1CC[C@]2(C)C1[C@H](O[C@H]1O[C@@H](CO)[C@H](O)[C@@H](O)[C@@H]1O)CC1[C@@]3(C)CC[C@H](O)C(C)(C)C3[C@@H](O)C[C@]12C (stereo partly drawn)	-9.4	3.5	-8.5	-3.0	-8.3	6.8	14.7	-0.2
38	Oc1cccc(CCC2CCCCN2Cc2cn[nH]c2-c2ccc3c(c2)OCO3)c1 (stereo not drawn)	12.6	29.8	-7.6	-3.5	2.9	-7.1	7.6	-3.3
39	Cc1cccc(N2CCN(C(=O)C3CCC(=O)N(Cc4ccccc4F)C3)CC2)c1C (stereo not drawn)	-12.5	16.9	0.5	-1.8	6.5	-5.6	2.6	2.6
40	COc1cc(C(CC(=O)Nc2ccc(C)cn2)N2Cc3ccccc3C2=O)cc(OC)c1OC (stereo not drawn)	1.4	8.4	-8.1	-5.0	1.3	5.3	6.4	-1.3
41	CC(=O)Nc1ccc2nc(-c3ccccn3)[nH]c2c1	-0.9	-47.9	-11.4	-8.4	11.7	-12.3	1.9	0.6
42	Cc1cc(C)cc(NC(=O)CCNS(=O)(=O)c2cc(Br)cnc2N)c1	-0.6	6.2	4.9	-11.5	14.9	1.9	0.0	0.1
43	COc1ccc(C2C(C#N)=C(N)Oc3cc(O)ccc32)cc1C (stereo not drawn)	-17.9	-5.5	0.4	1.2	-26.1	14.8	28.7	-3.5
44	CN(CC(=O)Nc1ccccc1Br)C(=O)CNC(=O)Cc1cccc2ccccc12	-11.4	-1.1	-10.2	-0.3	12.1	1.2	5.9	-4.3
45	COc1ccc2[nH]cc(C(=O)NCCc3ccccc3)c(=O)c2c1	-2.4	-7.2	11.5	3.2	-6.9	6.5	-21.7	0.1
46	Cc1nn(Cc2ccccc2)c(C)c1/C=N/NC(=O)CNc1cccc(C(F)(F)F)c1	-8.8	-2.4	0.4	-0.2	14.0	1.2	-15.3	3.4
47	Cc1ccc(C)c(S(=O)(=O)Nc2ccc3oc(C)c(C(=O)O)c3c2)c1	-5.8	1.3	-10.5	5.2	8.6	6.2	-10.7	0.4
48	COc1cccc(CN2CCN(Cc3[nH]c4ccccc4c3C)CC2CCO)c1 (stereo not drawn)	-0.5	32.9	-16.7	-15.1	-3.5	15.7	2.5	-2.8
49	OC(CNCc1ccc(Cl)cc1)COc1ccccc1 (stereo not drawn)	-2.8	10.3	-0.5	1.4	4.5	6.8	-4.3	-6.6
50	CC1(C)Cc2c(cnn2-c2cccc(F)c2)C(NC(=O)CSc2ccncc2)C1 (stereo not drawn)	-2.2	9.5	6.7	-10.5	9.3	-2.7	9.6	4.1
51	COc1ccc(S(=O)(=O)N/N=C\c2ccc(OC)c(COc3ccc(C)cc3[N+](=O)[O-])c2)cc1	6.5	-2.1	0.4	-15.7	7.8	0.6	17.7	-1.9
52	CCc1nnc(NC(=O)CCC(=O)N2CCN(Cc3cc(F)ccc3OC)CC2)s1	5.4	-4.8	-7.2	10.4	-10.1	3.8	-3.0	-2.9
53	C#Cc1ccc([C@@H]2C=C(C(=O)NCc3ccccc3)O[C@H](OCC)[C@H]2CCCO)cc1	10.4	3.2	-3.7	-5.0	5.7	9.8	16.5	2.9
54	Cc1nnn(-c2nonc2N)c1C(=O)N/N=C/c1ccccc1O	-1.1	34.7	0.9	14.1	-5.6	-6.6	1.4	4.0
55	CC(=O)Nc1ccc(NC(=O)C2CC(=O)Nc3nc4ccccc4n32)cc1 (stereo not drawn)	8.5	-0.4	-3.6	-0.6	6.5	16.5	-1.9	-5.0
56	COc1ccccc1NS(=O)(=O)c1cc(C(=O)NCCC(C)C)ccc1F	-7.8	1.0	1.3	-6.0	4.5	-2.7	-10.8	-0.9
57	COc1cnn(-c2ccc([N+](=O)[O-])cc2)c(=O)c1Cl	-10.6	-2.5	-0.3	-4.1	6.1	3.6	-2.6	-3.3
58	O=C(NCC1CC1)NC(=O)c1c(F)cccc1Cl	-1.4	-1.1	6.9	-2.2	4.3	-2.1	-4.4	-4.4
59	Cc1onc(-c2c(Cl)cccc2Cl)c1C(=O)Nc1ccc2c(c1)OCCO2	-4.9	-0.3	9.5	-10.0	7.8	6.0	6.8	5.9
60	COc1ccc(N(CC(=O)NCCSc2ccccn2)S(C)(=O)=O)cc1	0.5	1.2	0.4	-5.7	-1.6	-10.5	-3.8	-1.4
61	Cc1nnsc1C(=O)Nc1cc(Cl)ccc1Cl	7.4	-3.9	-7.1	5.8	-1.9	-0.1	-0.1	-2.5
62	COc1ccccc1NC(=O)CSc1ccc2nnc(CCNC(=O)c3ccccc3)n2n1	7.5	3.1	16.9	3.6	9.6	2.6	13.1	-3.0
